GBA enhancer: increases beta-glucosidase activity in Gaucher fibroblasts; L444P Gaucher fibroblasts, 4-MU-glucoside fluorescence, 3 days; activation, % at 10 µM; 0.44% of 30,000 active; in the data active = activation above about 65%;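 also: 0% = vehicle wells and 100% = positive control wells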
Target sequence (P04062 whole entry L483P): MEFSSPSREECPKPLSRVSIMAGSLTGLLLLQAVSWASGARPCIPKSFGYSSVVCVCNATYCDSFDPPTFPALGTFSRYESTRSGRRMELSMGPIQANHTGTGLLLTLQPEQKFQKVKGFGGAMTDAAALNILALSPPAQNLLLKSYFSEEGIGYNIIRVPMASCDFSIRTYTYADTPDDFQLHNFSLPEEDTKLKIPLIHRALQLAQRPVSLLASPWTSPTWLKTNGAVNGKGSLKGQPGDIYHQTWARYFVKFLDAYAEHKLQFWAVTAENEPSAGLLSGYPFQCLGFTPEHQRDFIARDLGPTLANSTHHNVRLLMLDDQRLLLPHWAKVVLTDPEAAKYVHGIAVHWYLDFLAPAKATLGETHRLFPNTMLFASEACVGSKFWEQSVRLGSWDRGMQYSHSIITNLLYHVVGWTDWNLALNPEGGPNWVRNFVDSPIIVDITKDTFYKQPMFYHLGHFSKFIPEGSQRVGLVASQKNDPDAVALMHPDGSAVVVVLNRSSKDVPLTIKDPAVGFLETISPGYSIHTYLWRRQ
Starred values were filed as active, the others as inactive. This is a subset, so the mix of outcomes need not match the whole.

SMILES	GBA enhancer
CCOC(=O)Nc1nnc(-c2ccc(OC)c(OC)c2)s1	9
Cc1cc(C(F)(F)F)c2c(=O)[nH]c(=O)n(Cc3ccccc3)c2n1	-3
O=C(c1cc(-c2cccs2)on1)N1CCOCC1	12
O=S(=O)(NCc1ccccc1Cl)c1cnc[nH]1	22
CC(C)NC(=O)CCNS(=O)(=O)c1ccc(Br)cc1	-15
Cc1cccc(/N=C/c2c(O)c3ccccc3oc2=O)n1	3
CC(n1cnnn1)C12CC3CC(CC(C3)C1)C2 (stereo not given)	-38
Cc1nnc(SCC(=O)NCc2ccco2)[nH]c1=O	-3
COc1ccc(CNC(=O)CCn2c(=O)oc3ccccc32)cc1	-1
CCOP(=O)(c1ccc(N(C)C)cc1)C(O)c1ccccc1OC (stereo not given)	-27
CCN(C(=O)Cn1c(=O)n2nc(CCn3nc(C)cc3C)nc2c2ccccc21)c1cccc(C)c1	10
O=C(COC(=O)c1ccco1)Nc1ccccc1	-16
CN1C(=O)C(CC(=O)Nc2ccc3c(c2)Cc2ccccc2-3)N(C)C1=O (stereo not given)	6
COc1ccccc1NC(=O)CSc1nnnn1-c1ccc2c(c1)OCO2	-48
CCC(=O)Nc1c(-c2cccs2)c(=O)c2ccccc2n1C	-16
COc1ccccc1-c1nnn(CC#N)n1	-18
Nc1nc2ccccc2n1CCN1CCCC1	11
CCCCOc1ccc(C(=O)N2CCCCCC2)cc1	-21
O=C(Nc1ccccc1-c1ccccc1)NC1CCN(CC(=O)N2CCOCC2)CC1	-24
CSc1ccc(N2C(=O)NC3(CCCCC3)C2=O)cc1	13
COc1ccc(C2C(C#N)=C(N)OC3=C2C(=O)CCC3)c(OC)c1OC (stereo not given)	-10
CCOc1ccc(OCc2ccc(C(=O)Nc3cccc(C)n3)o2)cc1	4
CCc1cc2c3c(c(=O)oc2cc1O)CCCC3	30
COc1ccccc1Nc1nc2c(s1)CCC2	-41
CCn1cc(C(=O)NCC2CCCO2)c(=O)c2cc(S(=O)(=O)N3CCCCC3)ccc21 (stereo not given)	-38
CC1CN(Cc2nc3c(c(=O)n(C)c(=O)n3C)n2CC(=O)c2ccccc2)CC(C)O1 (stereo not given)	-7
COC(=O)Cn1c(=O)sc2ccccc21	4
CCC(C)(C)n1nnnc1C(c1cccnc1)N1CCCc2ccccc21 (stereo not given)	-9
O=C(NCc1ccco1)C1CCCN(S(=O)(=O)c2cccc3nsnc23)C1 (stereo not given)	-6
COc1ccc(-c2nnn(CC(=O)NC3CCCc4ccccc43)n2)cc1OC (stereo not given)	-31
O=C(NC1CCCC1)c1ccc(Br)s1	-7
COc1ccc(C(=O)COC(=O)Cn2nnc3ccccc32)cc1Br	1
O=C(O)Cc1ccc(C(=O)c2cccs2)s1	-11
Cc1ccc(C2C(C#N)=C(N)Oc3cc4c(cc32)OCO4)cc1 (stereo not given)	-19
COc1ccc(-c2nc3ccccc3c(=O)n2CCCn2ccnc2)cc1	-21
Cn1ncc2c1ncn1c(-c3ccccc3Cl)nnc21	10
Cc1c(NC(=O)Cn2cnc3c(=O)n(C)c(=O)n(C)c32)cccc1-c1nc2ccccc2o1	-5
Cc1onc(-c2ccccc2Cl)c1C(=O)Nc1ccc(CN2CCCC2)cc1	-4
CC(=O)NC1C(=O)N=C(SCC(=O)NCc2ccccc2)NC1=O (stereo not given)	-5
Cc1cc(NC(=O)CSc2nnc(-c3ccoc3C)o2)no1	9
CCn1c(=N)n(CCOc2ccc(OC)cc2)c2ccccc21	6
CCOC(=O)c1ccccc1NC(=O)c1ccc(NS(C)(=O)=O)cc1	32
O=C(Nc1ccccc1)Nc1nncs1	9
O=C(c1ccc(Cl)s1)N1CCN(c2ccccc2)CC1	3
CCN1CCN(C(c2ccc(F)cc2)c2nnnn2Cc2cccs2)CC1 (stereo not given)	16
O=C(CSc1nc2ccccc2c(=O)n1-c1ccccc1)NCc1ccco1	20
CC1CN(S(=O)(=O)c2ccccc2)CC(C)O1 (stereo not given)	-3
O=C(NCCN1CCOCC1)C1CCC(=O)N1Cc1ccccc1Cl (stereo not given)	0
CS(=O)(=O)C1=C(O)C(=O)N(CCCC(=O)O)C1c1ccccc1F (stereo not given)	4
OCCNc1ncnc2ccc(Br)cc12	8
CS(=O)(=O)Nc1ccc(S(=O)(=O)NCCc2ccccc2)cc1	-2
Nc1nc2ccccc2n1C(=O)CCc1ccccc1	-25
COc1cccc(C(=O)N2CCSC2=S)c1	-12
Cc1ccccc1CSc1nnc(-c2ccco2)n1Cc1ccco1	-21
O=C(Cc1cccs1)N1CCN(c2ccccn2)CC1	-8
CCOC(=O)Cc1cnc(NC(=O)NC(C(=O)OCC)(c2ccccc2)C(F)(F)F)s1 (stereo not given)	-15
Cc1ccnn2c(-c3ccccc3)c3c(=O)n(C)c(=O)n(C)c3c12	4
OC(CNCCc1ccc(Cl)cc1)COCc1ccco1 (stereo not given)	-18
O=C(c1cccc(N2C(=O)C3CC=CCC3C2=O)c1)N1CCCCCC1 (stereo not given)	-22
Cn1c(=O)c2c(ncn2CC(=O)N2CCN(c3cccc(Cl)c3)CC2)n(C)c1=O	-19
Other structures.
SMILES	GBA enhancer
O=C(COc1ccccc1)Nc1cccc2nsnc12	-13
CCOC(=O)N1CCN(C(=O)C(CC(C)C)NC(=O)C2CCCCC2)CC1 (stereo not given)	12
COc1ccc2oc(=O)c(C(=O)N3CCN(c4ccccc4F)CC3)cc2c1	-60
COc1ccc(OC)c(NS(=O)(=O)c2cccs2)c1	-9
COC(=O)Cn1cnc2sc(C)c(S(=O)(=O)N3CCN(c4ccccc4OC)CC3)c2c1=O	-30
CC(=O)N1CC=C2C(C#N)=C(N)C(C#N)(C#N)C(C)C2C1 (stereo not given)	-23
CCCN1CCN(C(=O)CCCNC(=O)Cn2cnc3sc(C)c(C)c3c2=O)CC1	18
CN(C)c1ccc(NC(=O)CN2CCN(CC(=O)Nc3ccc(F)cc3)CC2)cc1	-26
COc1ccc(S(=O)(=O)N2CCN(c3ccccc3OC)CC2)cc1OC	-6
Cc1ccc(CS(=O)(=O)CCC(=O)N2CCOCC2)cc1	-42
CC(C)(C)Nc1nc(SCc2ccccc2)nc(N2CCOCC2)n1	-11
CC(CCc1ccccc1)NC(=O)CSc1nccc(=O)[nH]1 (stereo not given)	-26
CS(=O)(=O)c1ccc(Cl)c(NC(=O)COC(=O)CNC(=O)c2ccc(Br)o2)c1	-13
CCOC(=O)C1=C(C)Nc2ncnn2C1c1ccccc1F (stereo not given)	-7
COC(=O)CSc1nnc(CNC(=O)c2ccccc2OC)n1-c1ccc(OC)cc1	-5

20 of the compounds above, as a markdown table.
| smiles | GBA enhancer |
| --- | --- |
| CCOC(=O)Nc1nnc(-c2ccc(OC)c(OC)c2)s1 | 9 |
| Cc1cc(C(F)(F)F)c2c(=O)[nH]c(=O)n(Cc3ccccc3)c2n1 | -3 |
| O=C(c1cc(-c2cccs2)on1)N1CCOCC1 | 12 |
| O=S(=O)(NCc1ccccc1Cl)c1cnc[nH]1 | 22 |
| CC(C)NC(=O)CCNS(=O)(=O)c1ccc(Br)cc1 | -15 |
| Cc1cccc(/N=C/c2c(O)c3ccccc3oc2=O)n1 | 3 |
| CC(n1cnnn1)C12CC3CC(CC(C3)C1)C2 (stereo not given) | -38 |
| Cc1nnc(SCC(=O)NCc2ccco2)[nH]c1=O | -3 |
| COc1ccc(CNC(=O)CCn2c(=O)oc3ccccc32)cc1 | -1 |
| CCOP(=O)(c1ccc(N(C)C)cc1)C(O)c1ccccc1OC (stereo not given) | -27 |
| CCN(C(=O)Cn1c(=O)n2nc(CCn3nc(C)cc3C)nc2c2ccccc21)c1cccc(C)c1 | 10 |
| O=C(COC(=O)c1ccco1)Nc1ccccc1 | -16 |
| CN1C(=O)C(CC(=O)Nc2ccc3c(c2)Cc2ccccc2-3)N(C)C1=O (stereo not given) | 6 |
| COc1ccccc1NC(=O)CSc1nnnn1-c1ccc2c(c1)OCO2 | -48 |
| CCC(=O)Nc1c(-c2cccs2)c(=O)c2ccccc2n1C | -16 |
| COc1ccccc1-c1nnn(CC#N)n1 | -18 |
| Nc1nc2ccccc2n1CCN1CCCC1 | 11 |
| CCCCOc1ccc(C(=O)N2CCCCCC2)cc1 | -21 |
| O=C(Nc1ccccc1-c1ccccc1)NC1CCN(CC(=O)N2CCOCC2)CC1 | -24 |
| CSc1ccc(N2C(=O)NC3(CCCCC3)C2=O)cc1 | 13 |

Additional structures follow:
SMILES	GBA enhancer
CCCCCCC(c1c(C)n(C)n(-c2ccccc2)c1=O)c1c(C)n(C)n(-c2ccccc2)c1=O	-15
Cc1cc(-n2c(C)cc(C(=O)CSc3ncnc4ccccc34)c2C)no1	-28
CCOC(=O)Nc1ccc2c(c1)N(C(=O)N1CCN(C)CC1)c1ccccc1S2	-56
COc1ccc(-c2cc3ccccc3oc2=O)cc1NC(=O)c1ccc(Br)o1	2
CCOc1ccc(CCNC(=O)C2CCC(=O)N2C2CCCCC2)cc1OCC (stereo not given)	10
Cc1ccc(S(=O)(=O)Cn2nnnc2CN2CCN(C(=O)c3ccco3)CC2)cc1	-24
COc1ccccc1CNC(=O)CCn1c(=O)[nH]c2ccsc2c1=O	2
CCC(C)(C)n1nnnc1C(c1cccc(C#N)c1)N1CCN(c2cccc(C)c2C)CC1 (stereo not given)	-41
O=c1c2ccccc2nnn1CSc1nc2sc3c(c2c(=O)n1CC1CCCO1)CCC3 (stereo not given)	6
Cc1cc(C(F)(F)F)c2sc(N)nc2n1	10
COc1ccc(Cc2nnc(SCC(=O)Nc3ncc(C)s3)o2)cc1	-19
Cn1nnnc1SCC(=O)c1ccco1	-9
COC(=O)C(CC(=O)c1ccc(Br)cc1)n1ccnc1 (stereo not given)	0
C(=C\c1ccccc1)/CN1CCN(C(c2ccccc2)c2ccccc2)CC1	-48
COc1cc(-c2nc3ccccn3c2NCC2CCCO2)ccc1O (stereo not given)	25
c1ccc(-c2cc(N3CCCCCC3)n[nH]2)cc1	0
O=C(CNc1ccc(Oc2ccccc2)cc1)N1CCOCC1	6
Cc1ccc(C)c(N2CCN(C(=O)COc3cc(=O)n(C)c4ccccc34)CC2)c1	-4
O=C(CS(=O)(=O)Cc1ccccc1)N1CCc2ccccc2C1	-14
CCOC(=O)c1ccc(NC(=O)C2C3C=CC(C3)C2C(=O)O)cc1 (stereo not given)	9
O=C(CSc1nc2ccccc2c(=O)[nH]1)c1ccc(O)c(O)c1	-19
Cc1noc(C)c1COC(=O)CCCc1nc2ccccc2s1	-5
CCn1c(SCC#N)nc2c(c1=O)C1(CCCC1)Cc1ccccc1-2	8
Cc1cc2nc(SCCN3CCCC3)[nH]c2cc1C	-8
COC(=O)Nc1ccc(C)c2nsnc12	-44
O=C(CN(Cc1ccc2c(c1)OCO2)C(=O)CSc1nc2ccccc2o1)NC1CCCCC1	-8
COc1cc(NC(=O)c2ccc3c(=O)n(Cc4ccco4)c(=S)[nH]c3c2)cc(OC)c1OC	17
COc1ccc(N2C(=O)CC(N3CCN(c4ccc(S(=O)(=O)N5CCCC5)cc4)CC3)C2=O)cc1 (stereo not given)	-5
Cn1c(=O)[nH]c(=O)c2c1nc(N1CCNCC1)n2CCOc1ccccc1	-10
CCOc1ccc(-c2cc(C(=O)N3CCN(C)CC3)c3ccccc3n2)cc1	0
O=C(CCN1CCN(c2ccccc2)CC1)Nc1nccs1	-3
CCOC(=O)c1c(C)nc2sccn12	-17
Cc1cc(NC(=O)c2ccc(Cl)cc2)no1	-16
COCc1cc(=O)[nH]c(Nc2nc(C)c3ccc(C)cc3n2)n1	-31
CCC(C)(C)NC(=O)CN(C(=O)c1snc(C(N)=O)c1N)c1ccc2c(c1)OCO2	-3
O=C(NCc1ccc(F)cc1)c1noc2c1CCCC2	-21
CC1CCCN(C(=O)CSc2nnc(-c3ccc(S(=O)(=O)N4CCOCC4)cc3)n2C)C1 (stereo not given)	33
Cc1ccc(S(=O)(=O)CCc2nc3ccccc3n2CCC#N)cc1	-12
O=C(NCCc1ccccn1)C1CC(=O)N(Cc2ccccc2Cl)C1 (stereo not given)	5
Cc1cc(NC(c2cccnc2)c2ccc3cccnc3c2O)no1 (stereo not given)	-23
CN1C(=O)C2(OCC(COc3ccc(Cl)cc3)O2)c2ccccc21 (stereo not given)	-68
O=S(=O)(NCc1ccco1)N1CCCCCC1	-10
COc1ccc(C(=O)OCC(=O)c2cc(OC)ccc2OC)c(OC)c1	2
CCC(CC)C(=O)Nc1c2c(nn1-c1ccc(OC)cc1)CS(=O)(=O)C2	-62
O=C(COC(=O)C1=COCCO1)Nc1ccccc1Oc1ccccc1	-8

A second format for part of the listing above.
SMILES,GBA enhancer
O=S(=O)(NCc1ccco1)N1CCCCCC1,-10
O=C(NCc1ccc(F)cc1)c1noc2c1CCCC2,-21

(list continues)
SMILES	GBA enhancer
CCC(CO)N=CC1=C(O)CC(C)(C)CC1=O (stereo not given)	-5
Cc1ccc(S(=O)(=O)Nc2cc(C)nn2-c2ccccc2)cc1	-16
O=C(Nc1ccc(S(=O)(=O)N2CCOCC2)cc1)c1ccco1	-23
COc1ccc2[nH]c(=O)c3c(c2c1)OC(C)(C)C=C3	-42
Cc1ccc(-c2c3c(=O)n(C)c(=O)n(C)c3cn2Cc2cccnc2)cc1	-15
COc1ccc(C/C(O)=C(\C#N)c2nc3ccccc3s2)cc1	-8
CSCC[C@H](NC(=O)OC(C)(C)C)c1nnc(SCC(=O)N(C)C)o1	4
O=C(Nn1cnnc1)c1cc2c(s1)CCCC2	-1
O=C(CSc1nnnn1-c1ccccc1)Nc1ccc(N2CCOCC2)c(Cl)c1	-3
CC1CN(c2ncnc3c2oc2ccccc23)CC(C)O1 (stereo not given)	0
O=C(CCNS(=O)(=O)c1cccs1)N1CCc2ccccc2C1	-9
Cn1cnnc1SCCn1c(N2CCCCC2)nc2c1c(=O)[nH]c(=O)n2C	-7
COc1cc(-c2cc(C(=O)O)c3c(OC)c(OC)c(OC)cc3n2)ccc1O	-55
Nn1c(COc2cccc(Br)c2)nnc1SCC(=O)N1CCc2ccccc2C1	1
COc1cccc(-n2c(C)nc3c(cnn3-c3ccc(C)cc3)c2=O)c1	-15
CCn1c(=O)cc(OCC(=O)NCc2cccnc2)c2ccccc21	-39
Cc1nn(-c2ccc(Cl)cc2)c2sc(C(=O)N3CCN(c4ccccn4)CC3)cc12	-44
CC(=O)Nc1ccc(S(=O)(=O)N2CCC(N(C)CCC(C)C)CC2)cc1	19
CC(C)NC(=O)CCCn1c(=S)[nH]c2cc3c(cc2c1=O)OCO3	14
NC/C(=N\O)c1ccc(Cl)cc1Cl	-2
COc1ccccc1NC(=O)CCc1c(C)[nH]c(=O)c(C#N)c1C	-11
CCC(=O)n1nc(-c2ccco2)nc1SCc1ccccc1	-1

Screening data from PubChem BioAssay.
